NCI-60 one-dose screen, 48 h, at 10 µM unless noted. Numbers give growth in % (100 = growth as untreated, 0 = no growth, -100 = all killed).
NCI-H522: NCI-H522 lung cancer. hit rate 8% among 78,000. AID 1794739
HCT-116: HCT-116 colon cancer; AID 1794798; hit rate 7.3% among 82,000
HCT-15: HCT-15 colon cancer. hit rate 5.2% among 82,000. AID 1794746
NCI-H226: NCI-H226 lung cancer. hit rate 3.5% among 79,000. AID 1794732
COLO 205: COLO 205 colon cancer. hit rate 7.3% among 79,000. AID 1794742
NCI-H460: NCI-H460 lung cancer | hit rate 6.8% among 82,000
NCI/ADR-RES: NCI/ADR-RES ovarian cells; hit rate 4.4% among 81,000; AID 1794790
NCI-H23: NCI-H23 lung cancer; hit rate 4% among 80,000; AID 1794731
NCI-H322M: NCI-H322M lung cancer. hit rate 2.7% among 80,000
* marks the source's active call; other numbers are inactive results; x = not tested or not shown; & = joins results of further samples; [ ] = remark or other dose. The calls were made as follows: active = growth percent below 10; inactive = the rest.

SMILES	NCI-H522	HCT-116	HCT-15	NCI-H226	COLO 205	NCI-H460	NCI/ADR-RES	NCI-H23	NCI-H322M
CCN(CC)CCOC(=O)c1ccccc1	104&100	102&108	103&103	95&90	104&116	102&113	96&110	92&101	98&98
CCOC(=O)C1CCN(C(=O)c2ccccc2)C(CC)C1=O (stereo not given)	115	102	107	100	105	114	106	105	96
C[C@@H]1C=C[C@@H]2C[C@H](CO)CC[C@H]2[C@@H]1C(=O)O	102	102	102	87	111	107	116	100	104
CCNc1nc(C)nc2c1cnn2C	111	111	107	105	106	98	105	105	103
CC(=O)Nc1ccc2c(c1)C(=O)c1cc(F)ccc1-2	65	100	97	97	100	104	94	88	93
COC1OC(COC(C)=O)C(OC(C)=O)C(OC(C)=O)C1OC(C)=O (stereo not given)	72	87	97	91	99	115	95	98	101
CSc1nn(-c2ccccc2)c2ncnc(NCc3ccccc3)c12	86	103	101	99	114	106	104	99	96
N#Cc1ccccc1-c1ccc(CN2C(=O)Cc3cc(CCN4CCNCC4)c(Cl)cc32)cc1	88	88	96	73	99	83	90	91	103
CCC(C)(O)c1ccc(C)cc1 (stereo not given)	109	108	107	103	x	105	110	103	x
Cc1ccc(C2=CSc3ccccc3N2)c(C)c1	x	92	95	94	108	103	109	94	83
COc1cc2c(c(OC)c1OC)C(=O)CC(c1cccc(NC(=O)[C@H](C)N)c1)O2 (stereo not given in full)	98	102	101	89	113	104	111	105	108
O=S(=O)(O)c1cccnc1	109	126	114	105	105	109	128	115	85
COc1cc2c(cc1OC(C)=O)C(=O)CCCC2	78	83	83	98	135	105	98	94	90
CC(C)OC1=C(Cl)C(=O)c2ccccc2C1=O	x	39	51	x	98	103	87	82	95
IP(CCCSc1n(Cc2ccc3ccccc3c2)c(-c2ccccc2)c(-c2ccccc2)[n+]1Cc1ccc2ccccc2c1)(c1ccccc1)(c1ccccc1)c1ccccc1	8.1*	14	94	79	-9.5*	23	94	26	64
Oc1c(Cl)cc(Cl)c2ccc(Cn3cc(-c4cccc(C(F)(F)F)c4)nn3)nc12	-3.3*	14	40	90	93	101	104	90	102
COC(=O)c1ccccc1N=NC(C#N)C(N)=O (stereo not given)	110	110	101	104	118	107	109	99	103
COc1ccc2c(c1)CCCC21C(=O)Nc2c(Cl)cccc21 (stereo not given)	28	49	85	86	81	94	18	86	88
CC1(C(N)=O)CCC(C(=O)O)C1(C)C (stereo not given)	106	100	96	96	108	103	110	103	95
Cc1cccc(Cc2cnc(NC(=O)/C=C/c3ccco3)s2)c1	-12*	18	13	50	2.5*	3.3*	-25*	28	38
Cc1cc(N)nc(N)n1	91	102	104	98	103	110	109	108	102
Cc1ccc(NC(=O)C(=O)Cc2nc3ccccc3o2)c(C)c1	85	96	99	101	98	104	104	99	114
CCc1nc2c(cnn2-c2ccccc2)c(=O)[nH]1	107	87	103	66	100	90	93	78	96
CCCC(=O)Nn1c(N)cc2cc(Br)ccc2c1=O	97	106	101	101	130	112	106	102	104
CC(=O)NC(=O)C(OC(C)=O)C(OC(C)=O)C(OC(C)=O)C(OC(C)=O)C(OC(C)=O)C(COC(C)=O)OC(C)=O (stereo not given)	100	97	95	96	98	104	105	102	90

Further results.
SMILES	NCI-H522	HCT-116	HCT-15	NCI-H226	COLO 205	NCI-H460	NCI/ADR-RES	NCI-H23	NCI-H322M
C#CCNC(=O)CC[C@]1(C)[C@H]2CC[C@@H]3[C@@H]([C@@](C)(O)CCC=C(C)C)CC[C@@]3(C)[C@]2(C)CC[C@H]1C(=C)C	-73*[100 µM]	17[100 µM]	67[100 µM]	51[100 µM]	43[100 µM]	34[100 µM]	54[100 µM]	16[100 µM]	76[100 µM]
O=C(CS(=O)(=O)Cc1ccccc1)c1ccccc1	110&92	107&107	102&106	93	110&100	104&98	110&103	108&97	110
O=C(c1ccc2nc(NS(=O)(=O)c3ccc4ccccc4c3)sc2c1)N1CCN(c2ccco2)CC1	83	93	104	88	103	99	95	98	98
O=C1NCCC12CCN(c1c(Cl)cncc1-c1ccc(OS(=O)(=O)C(F)(F)F)cc1)CC2	80	92	102	91	101	111	91	101	111
COc1cccc(C(=O)NNc2nc(Cl)nc(Cl)n2)c1	100	108	98	105	107	107	104	99	98
Nc1ccc(Cl)c(N)c1	x	93	101	87	115	102	100	94	89
N=c1c2cc(-c3ccccc3)oc2ncn1N	88	95	96	88	95	108	91	98	77
CC(C)(C)CC(C)(C)Nc1c(-c2ccc(-c3ccccc3)cc2)nc2cnccn12	37	60	85	87	x	80	98	92	82
Cc1nn(-c2ccccc2)c(Cl)c1/C=C(/NC(=O)c1ccccc1)c1nc2ccccc2[nH]1	87	87	94	108	84	109	101	106	90
Clc1nc2ccccc2nc1-c1nnc(C2CCCCC2)o1	99	101	72	85	110	97	107	86	98
NS(=O)(=O)c1ccc(NC(=O)Nc2nc(-c3ccccc3)cs2)cc1	82	86	88	78	99	91	97	90	84
CCOC(=O)C(C#N)=C(C)C	97&94&93	112&102&104	98&104&102	100&107&102	114&108&112	110&108&106	108&103&110	112&101&103	114&104&112
CC1=C(C)C[C@@]2(Cc3c(C)cccc3C2=O)S(=O)C1 (stereo not given in full)	66	71	106	89	76	75	102	83	111
O=C1CSC(c2ccccc2)N1c1nnc(Cn2cnnc2)o1 (stereo not given)	112	83	87	92	x	109	97	85	110
CC(Sc1nc2ccccc2c(=O)n1C)C(=O)Nc1ccc(F)cc1 (stereo not given)	69	99	82	69	107	87	75	55	93
CCC(CC)/C(C)=C(\C)C1CC1CCNS(=O)(=O)c1ccc(C)cc1 (stereo not given)	82	92	100	111	120	104	107	102	109
CSc1nc(N(C)C)c2[nH]c(Cl)nc2n1	90	95	108	104	116	99	102	95	104
CCCCOc1nc2ccc(Cl)cc2cc1-c1cc(-c2ccc(Cl)cc2)nc(-c2ccc(Cl)cc2)c1	96	103	104	98	107	106	104	105	93
C#CCOc1cc(-c2nc3sccn3c2-c2ccnc(S(C)=O)n2)ccc1F (stereo not given)	94	102	83	104	118	100	104	x	89
NC(=O)SCC(=O)Nc1cccc2ccccc12	93	90	82	124	99	107	107	102	127
COC1=CC(c2ccc[nH]2)=N/C1=C\c1[nH]c(C)c(C(=O)CCCCCCCCC(=O)Oc2ccc3c(c2)CCC2C3CC[C@]3(C)C(=O)CC[C@@H]23)c1C (stereo not given in full)	88	105	104	91	106	99	109	102	93
C#CCOc1cccc(-c2ncnc3cc(NC(=O)C=C)ccc23)c1	10	27	24	70	24	29	53	69	70
O=C(Nc1cccc([N+](=O)[O-])c1)N(c1ccccc1)c1ccccc1	99	98	101	100	127	104	102	102	108
CC(C)=CCC1=CC(=O)c2ccccc2C1=O	40	82	81	89	95	125	102	92	125
CN(C)c1ccc(/C=N\NC(=O)CN2CCN(c3cc4c(cc3F)c(=O)c(C(=O)N/N=C/c3ccc(N(C)C)cc3)cn4C3CC3)CC2)cc1	97	96	90	98	109	95	100	101	97

Following part
SMILES	NCI-H522	HCT-116	HCT-15	NCI-H226	COLO 205	NCI-H460	NCI/ADR-RES	NCI-H23	NCI-H322M
CC1CCCC(CC(N)=O)CC1 (stereo not given)	88	98	107	99	107	99	105	102	112
CC(c1ccccc1)N1CSCN2C(=O)CC(=O)N=C21 (stereo not given)	95	108	102	103	119	111	111	103	107
Clc1ccc2c(N3CCN(c4ccnc(NC5CCCCC5)n4)CC3)ccnc2c1	71	4.3*	2.8*	81	-1.4*	32	x	x	99
O=C(O)c1ccc(O)cc1	100	97	108	104	95	98	99	96	98
O=S(=O)(c1cc(Cl)c(Cl)cc1Cl)N(CCCCCN(S(=O)(=O)c1cc(Cl)c(Cl)cc1Cl)S(=O)(=O)c1cc(Cl)c(Cl)cc1Cl)S(=O)(=O)c1cc(Cl)c(Cl)cc1Cl	99	99	104	115	114	106	113	99	100
COc1ccc(C2=NN(c3ccccc3)C(c3cn(-c4ccccc4)nc3-c3ccccc3)C2)cc1 (stereo not given)	88	85	89	112	109	103	105	100	92
Cc1ccc2c(-c3nnc(N)s3)cc(=O)oc2c1	103	104	106	104	121	105	98	94	97
CN1C(=O)C(=O)c2ccccc21	101	98	104	114	102	116	98	101	111
CCn1cc(C(=O)O)c(=O)c2cc(F)c(N3CCN(C(=O)CSc4nc(N)cc(N)n4)CC3)cc21	97	107	104	86	109	109	104	97	90
O=C(Nc1ccsc1C(=O)NC1CCCCC1)c1ccc(F)cc1	108	76	96	x	104	98	97	100	116

Molecules shown so far that have a Cl atom, in the order listed:
SMILES	NCI-H522	HCT-116	HCT-15	NCI-H226	COLO 205	NCI-H460	NCI/ADR-RES	NCI-H23	NCI-H322M
N#Cc1ccccc1-c1ccc(CN2C(=O)Cc3cc(CCN4CCNCC4)c(Cl)cc32)cc1	88	88	96	73	99	83	90	91	103
CC(C)OC1=C(Cl)C(=O)c2ccccc2C1=O	x	39	51	x	98	103	87	82	95
Oc1c(Cl)cc(Cl)c2ccc(Cn3cc(-c4cccc(C(F)(F)F)c4)nn3)nc12	-3.3*	14	40	90	93	101	104	90	102
COc1ccc2c(c1)CCCC21C(=O)Nc2c(Cl)cccc21 (stereo not given)	28	49	85	86	81	94	18	86	88
O=C1NCCC12CCN(c1c(Cl)cncc1-c1ccc(OS(=O)(=O)C(F)(F)F)cc1)CC2	80	92	102	91	101	111	91	101	111
COc1cccc(C(=O)NNc2nc(Cl)nc(Cl)n2)c1	100	108	98	105	107	107	104	99	98
Nc1ccc(Cl)c(N)c1	x	93	101	87	115	102	100	94	89
Cc1nn(-c2ccccc2)c(Cl)c1/C=C(/NC(=O)c1ccccc1)c1nc2ccccc2[nH]1	87	87	94	108	84	109	101	106	90
Clc1nc2ccccc2nc1-c1nnc(C2CCCCC2)o1	99	101	72	85	110	97	107	86	98
CSc1nc(N(C)C)c2[nH]c(Cl)nc2n1	90	95	108	104	116	99	102	95	104
CCCCOc1nc2ccc(Cl)cc2cc1-c1cc(-c2ccc(Cl)cc2)nc(-c2ccc(Cl)cc2)c1	96	103	104	98	107	106	104	105	93
Clc1ccc2c(N3CCN(c4ccnc(NC5CCCCC5)n4)CC3)ccnc2c1	71	4.3*	2.8*	81	-1.4*	32	x	x	99
O=S(=O)(c1cc(Cl)c(Cl)cc1Cl)N(CCCCCN(S(=O)(=O)c1cc(Cl)c(Cl)cc1Cl)S(=O)(=O)c1cc(Cl)c(Cl)cc1Cl)S(=O)(=O)c1cc(Cl)c(Cl)cc1Cl	99	99	104	115	114	106	113	99	100

High-throughput results as filed in PubChem.

Hits appear at their usual frequency; overall some 13% were active at least once.
